# SK-BR-3 tox 24h: SK-BR-3 proliferation inhibitors, primary screen, cell-based, human, 24 h. SK-BR-3 viability, CellTiter-Glo ATP luminescence; hits give low values. actives 0.47% (n = 41,000). viability, % at 10 µM. AID 847, 2007;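 active = viability at or below the median of all test compounds minus 3 SD, in both replicates if run twice, cut at about 45% in these data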;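 note: 100% = median untreated cell wells and 0% = median positive control drug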
# * hit, by the source's call. Only part of the results is shown; the hit share may differ from the screen's.
SMILES,SK-BR-3 tox 24h
O=C1C2CCCN2C(c2ccc(Cl)c(Cl)c2)N1c1ccccn1 (centres undefined),83.5
Cc1ccc(CS(=O)(=O)CCC(=O)N2CCC3(CC2)OCCO3)cc1,89.7
C[C@H]1CCCC(=O)CCCCCc2cc(O)cc(O)c2C(=O)O1,101.3
CC(=O)c1ccccc1NC(=O)C1C2CCC(O2)C1C(=O)O (centres undefined),121.9
OC1(CN2CCOCC2)C2CC3CC(C2)CC1C3 (centres undefined),118.9
CN(C)c1ccc(P(=S)(N(C)C)N(C)C)cc1,101.4
O=c1[nH]c(=O)n(CCC2=CCCCC2)c(O)c1C=NCCCn1ccnc1,117.0
CCN(CC)CCCN=Cc1c(O)n(CCc2ccc(F)cc2)c(=O)[nH]c1=O,83.1
C=CCn1c(O)c(C(C)=Nc2ccc(C(=O)OCC)cc2)c(=O)[nH]c1=O,80.4
Cc1ccc(N2C(=O)NC(=O)C3(Cc4ccccc4N4CCN(c5ccccc5)CC43)C2=O)cc1 (centres undefined),77.9
CC(C)[C@H]1C(=O)N2CCC[C@H]2[C@]2(O)O[C@](NC(=O)[C@@H]3C=C4c5cccc6[nH]cc(c56)C[C@H]4N(C)C3)(C(C)C)C(=O)N12,89.6
O=C(c1cc2c(s1)CCCCCC2)N1CCC2(CC1)OCCO2,89.9
CCCNc1oc(-c2cccc3ccccc23)nc1C#N,88.3
O=C(O)Cn1cc(C(=O)c2ccccc2)c2ccccc21,84.9
OC1(c2ccc(F)cc2)CC2CCC(C1)N2Cc1nnnn1C1CCCCC1 (centres undefined),85.2
CCN(CC)CCCN=C(C)c1c(O)n(C2CCCCC2)c(=O)[nH]c1=O,90.5
C(#CCN1CCOCC1)COCC#Cc1ccccc1,87.4
O=C1C=Cc2ccccc2C1=O,95.6
CCCCn1c(N)c(C(=O)OCC2CCCO2)c2nc3ccccc3nc21 (centres undefined),58.4
CC(=O)OC1(c2ccc(C)cc2)CN2CCC1c1ccccc12 (centres undefined),76.2
COc1ccc(N=C(C)c2c(O)n(C3CCCCC3)c(=O)[nH]c2=O)c(OC)c1,97.1
Cc1cc(N2C(=O)CC(N3CCC(n4c(=O)[nH]c5ccccc54)CC3)C2=O)no1 (centres undefined),100.3
CCOC(=O)N(C)c1ccc(C(O)(C(=O)OCC)C(F)(F)F)cc1 (centres undefined),77.1
Cc1cc(N)n(C2CCN(C)CC2)n1,88.4
O=c1[nH]c2ccccc2n1CCCN1CCC(n2c(=O)[nH]c3cc(Cl)ccc32)CC1,110.9
C=Cn1ccnc1P(=S)(c1ccn(C)c1)c1nccn1C=C,88.7
COCCOC(=O)C1=C(N)Oc2c(c(=O)oc3ccccc23)[C@@]12C(=O)Nc1ccccc12,81.1
CCC(=NCCO)c1c(O)n(-c2ccc(Cl)cc2)c(=O)[nH]c1=O,103.7
COc1ccc2c(c1OC)C(=O)OC2c1c(O)n(Cc2ccc(F)cc2)c(=O)[nH]c1=O (centres undefined),94.2
CCN(CC)CCCN=Cc1c(O)n(-c2ccccc2F)c(=O)[nH]c1=O,97.4
Cc1c(C(=O)N2CCC3(CC2)OCCO3)oc2ccc(S(=O)(=O)N3CCOCC3)cc12,84.0
CC12CNCC(C)(CNC1)C2O (centres undefined),97.7
O=c1c2ccccc2nc(-c2ccco2)n1-c1ccc(Br)cn1,87.0
CC(=O)Nc1ccc(OC(=O)c2ccccc2N)cc1,109.8
CC12CN3CC(C)(CN(C1)P3(=O)Oc1ccccc1)C2=O (centres undefined),93.2
CCC(=NCCOc1ccc(Cl)cc1)c1c(O)n(C)c(=O)n(C)c1=O,104.9
CC[N+]1(C)CCCC(OC(=O)C(O)(c2ccccc2)c2ccccc2)C1 (centres undefined),99.2
CC12CN3CC(C)(CN(C1)C3c1cccs1)C2 (centres undefined),133.4
CCN1c2nc3c(C)cccn3c(=O)c2CC2(C(=O)N(C)C(=O)N(C)C2=O)C1C (centres undefined),105.2
O=C(c1cccs1)C1CN2CCC1CC2 (centres undefined),90.2
CCC1(CC)C(=O)NC(=NCCc2c[nH]c3ccccc23)NC1=O,123.3
CC(C)(C)C(O)C(Oc1ccc(Cl)cc1)n1cncn1 (centres undefined),97.3
CC(=NCCCO)c1c(O)n(Cc2ccccc2)c(=O)[nH]c1=O,90.8
COc1ccccc1-n1c(-c2ccoc2)nc2ccccc2c1=O,109.1
CCCCn1c(=O)c(C(=O)Nc2ccccc2S(N)(=O)=O)c(O)c2ccccc21,129.1
C[N+]12CCC(CC1)C(C#N)(N1CCOCC1)C2 (centres undefined),86.9
CCCCc1ccc2[nH]cc(CCN)c2c1,46.4
Nc1c(C(=O)NCCc2ccccc2)c2nc3ccccc3nc2n1CCN1CCOCC1,2.9*
Cc1ccc2c(c1)CC1(CN2C)C(=O)NC(=O)N(c2cccc(C)c2C)C1=O (centres undefined),123.8
COc1ccc(C(=O)CN2CCOCC2)cc1F,92.2

# Going on with the list:
SMILES,SK-BR-3 tox 24h
Nc1c(C(=O)NCc2ccco2)c2nc3ccccc3nc2n1Cc1ccc(F)cc1,95.1
CC1CCN2c3nc4ccccn4c(=O)c3CC3(C(=O)N(C)C(=O)N(C)C3=O)C2C1 (centres undefined),84.7
Cc1cccnc1-n1c(-c2ccco2)nc2ccccc2c1=O,94.2
C=Cn1ccnc1P(=S)(c1c(C)nn(-c2ccccc2)c1C)c1nccn1C=C,86.4
CC(CCc1ccccc1)NC(C)C(O)c1ccc(O)cc1 (centres undefined),93.8
CCN(CC)CCCN=Cc1c(O)n(CCc2ccc(OC)c(OC)c2)c(=O)[nH]c1=O,108.1
CC12CCC(=O)C=C1CCC1C2CCC2(C)C(O)CCC12 (centres undefined),78.9
CCCOC(=O)COc1cc(C)cc2oc(=O)c3c(c12)CCC3,91.9
Clc1ccc(COC(Cn2ccnc2)c2ccc(Cl)cc2Cl)c(Cl)c1 (centres undefined),120.6
O=C(c1cccc(N2CCCC2=O)c1)N1CCC2(CC1)OCCO2,86.2
C=CCOC(=O)COc1cc(C)cc2oc(=O)c3c(c12)CCC3,109.7
CC(=O)OC1(Cc2ccccc2)CN2CCC1c1ccccc12 (centres undefined),86.0
Clc1ccc(CSC(Cn2ccnc2)c2ccc(Cl)cc2Cl)cc1 (centres undefined),101.4
O=C(c1ccc(CNS(=O)(=O)c2ccccc2)cc1)N1CCC2(CC1)OCCO2,108.4
Cc1[nH]c2c(Cl)cccc2c1CCN,60.9
CC(=O)C1C2c3ccccc3OC1(C)N=c1s/c(=C/c3cnn(C)c3)c(=O)n12 (centres undefined),112.0
NC(=O)CN1CC(c2ccccc2)CC1=O (centres undefined),110.1
COc1ccc(CCn2c(O)c(C=NCc3ccc4c(c3)OCO4)c(=O)[nH]c2=O)cc1OC,89.1
Cc1ccc(S(=O)(=O)Nc2cc(C(=O)N3CCC4(CC3)OCCO4)ccc2N2CCCCC2)cc1,84.1
CCc1nc(N2CCNCC2)c(C#N)c2c1CSC(C)(C)C2,80.5
c1ccc(C2=NP(N3CCOCC3)(N3CCOCC3)=NC(N3CCOCC3)=N2)cc1,60.0
CCN(CC)CCN=C(C)c1c(O)n(-c2ccccc2OC)c(=O)[nH]c1=O,98.0
Cc1cccn2c(=O)c3c(nc12)N1CCC(Cc2ccccc2)CC1C1(C3)C(=O)N(C)C(=O)N(C)C1=O (centres undefined),79.0
COc1ccc(N=C(C)c2c(O)n(C)c(=O)n(C)c2=O)c(OC)c1,91.0
Cc1cc(C(=O)N2CCC3(CC2)OCCO3)cs1,93.2
O=C1C2CCCN2C(c2cccnc2)N1c1nccs1 (centres undefined),87.2
COc1ccc(CN2CC3CC(C2)c2cccc(=O)n2C3)cc1OC (centres undefined),74.1
C[C@H]1CCC[C@@H](O)CCC/C=C/c2cc(O)cc(O)c2C(=O)O1,92.0
CCOC(=O)C1=C(C)OC(N)=C(C(=O)OC)C12C(=O)Nc1ccc(Br)cc12 (centres undefined),94.6
CCC(=NCc1ccco1)c1c(O)[nH]c(=O)[nH]c1=O,59.2
CC(C(=O)c1c[nH]c2ccccc12)N1CCc2ccccc2C1 (centres undefined),95.9
Cn1c(O)c(C=NC2CCN(Cc3ccccc3)CC2)c(=O)n(C)c1=O,86.0
CC(=NCCC1=CCCCC1)c1c(O)n(C)c(=O)n(C)c1=O,102.0
CCOC(=O)c1cc(C)n(CCc2cnc[nH]2)c1C,88.3
FC(F)(F)c1ccc2c(c1)NP(=S)(N1CCOCC1)c1nccn1-2 (centres undefined),86.3
CN1C(=O)N(C)C(=O)C(CCc2ccccn2)(CCc2ccccn2)C1=O,92.2
CCOC(=O)C(O)(c1ccc(N(CC)C(=O)OC)cc1)C(F)(F)F (centres undefined),116.1
C[C@H]1OC[C@@H](C[N+](C)(C)C)O1,106.6
CCNc1ccc(P(=S)(N(C)C)N(C)C)cc1,86.7
CNCC(O)c1ccc(O)cc1 (centres undefined),84.4
CCc1sc(C(=O)N2CCC3(CC2)OCCO3)cc1Br,90.6
COC(=O)c1ccccc1-n1c(C)nc2ccccc2c1=O,90.0
Nc1ccc([As](=O)(O)O)cc1,102.0
CCN(CC)C(=O)c1ccc(NC(=O)CSc2nnnn2-c2cc(OC)ccc2OC)cc1,82.7
CCOC(=O)C1=C(N)OC2=C(C(=O)CCC2)C12C(=O)N1c3c(ccc(C)c32)C(C)=CC1(C)C (centres undefined),92.3
COCCOC(=O)c1c(N)n(Cc2ccc(OC)cc2)c2nc3ccccc3nc12,67.7
CCN(CC)CCN=Cc1c(O)n(CCC2=CCCCC2)c(=O)[nH]c1=O,100.2
CCCCn1c(O)c(C=Nc2c(C)n(C)n(-c3ccccc3)c2=O)c(=O)[nH]c1=O,90.2
O=c1c2cc(Cl)cc(Cl)c2nc(CN2CCOCC2)n1-c1ccccc1F,83.9
O=c1[nH]c(=O)n(CCc2ccc(F)cc2)c(O)c1C=NCCCN1CCOCC1,108.5

# Following part
SMILES,SK-BR-3 tox 24h
CN1C(=O)N(C)C(=O)C2(Cc3c(ccc4ccccc34)N(C)C2)C1=O,98.8
CC(C)OCCCNC(=O)c1c(N)n(CC2CCCO2)c2nc3ccccc3nc12 (centres undefined),112.5
CN(C)C(=O)Oc1ccc(Cl)c2ccccc12,97.7
CC(C)OC(=O)c1c(N)n(Cc2ccco2)c2nc3ccccc3nc12,99.0
C=CCN1C(=O)NC(=O)C(Cc2ccc(OC)c(OC)c2)C1=O (centres undefined),97.5
CC1(C)CSC(Nc2ccc(F)c(Cl)c2)=N1,105.5
O=C(NC1(C(F)(F)F)Oc2ccc(Cl)cc2O1)N1CCC2(CC1)OCCO2 (centres undefined),65.0
CCOC(=O)c1cncn1C(C)c1ccccc1 (centres undefined),100.7
CCOC(=O)C1=C(N)OC(C)=C(C(=O)OCCOC)C12C(=O)Nc1ccccc12 (centres undefined),92.9
COC(=O)c1c(N)n(Cc2ccc(OC)cc2)c2nc3ccccc3nc12,84.0
CN(C)[C@@H]1C(=O)C(C(N)=O)=C(O)[C@@]2(O)C(=O)C3=C(O)c4c(O)ccc(Cl)c4[C@@](C)(O)C3C[C@@H]12 (some centres undefined),84.8
C=CCn1c(O)c(C(C)=Nc2ccc(N(CC)CC)cc2)c(=O)[nH]c1=O,91.4
O=c1c2ccccc2[se]n1-c1ccccc1,89.3
CN1CSC(=S)N(C)C1,96.2
CC(=NCCCN1CCCCC1)c1c(O)n(Cc2ccccc2)c(=O)[nH]c1=O,91.3
O=C(CCCn1c(=O)[nH]c2cc(Cl)ccc2c1=O)N1CCC2(CC1)OCCO2,95.5
CSC1=NP(=S)(SC)N2CCCC2=C1C#N (centres undefined),92.7
CC1(C)NCCN2C(=O)CSC21 (centres undefined),76.8
CCCCn1c(O)c(C=NCCCN(CC)CC)c(=O)[nH]c1=O,96.2
Cc1cccc(N2C(=O)NC(=O)C3(Cc4cc(C)ccc4N(C)C3)C2=O)c1 (centres undefined),100.3
N=Cc1c(O)n(-c2cccc(Cl)c2)c(=O)[nH]c1=O,110.0
CN(C)C(=O)Oc1ccc(C(=O)c2ccccc2)cc1,100.2
COc1ccc(NC(=O)CN2C3CCC2CC(O)(c2cccnc2)C3)cc1OC (centres undefined),91.7
CCn1c(=O)n(CC(=O)N2CCC3(CC2)OCCO3)c(=O)c2ccccc21,90.1
CC(C)Cc1[nH]c(=O)c(C#N)c2c1CCC2,83.7
O=c1[nH]c(=O)n(Cc2ccco2)c(O)c1C=NCc1cccs1,90.0
CCCCn1c(C)c(C(=O)OCC)c2c(CN3CCOCC3)c(O)ccc21,80.0
CCN1c2nc3ccccn3c(=O)c2CC2(C(=O)N(C)C(=O)N(C)C2=O)C1C (centres undefined),89.2
